# APP 5UTR inh – APP translation inhibition; SH-SY5Y APP 5'UTR-luciferase reporter, luminescence; inhibition, % at 2 µM; 190,000 compounds, 0.82% hits; AID 1285;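 active means inhibition above a set limit, derived from the sample mean plus 3 SD, cut at about 45% in these data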; further: values of inactives mirror those of a sister screen read the other way
# FLuc inh counter – inhibits firefly luciferase, flagging false hits in luciferase inhibition screens | 200,000 compounds, 1.5% hits | ATPLite firefly luciferase biochemical luminescence, 10 min | inhibition, % at 10 µM | AID 1006;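 active means inhibition above about 50% when tested at 10 µM, limit read from the data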
# Target sequence (P08659 whole entry, looked up): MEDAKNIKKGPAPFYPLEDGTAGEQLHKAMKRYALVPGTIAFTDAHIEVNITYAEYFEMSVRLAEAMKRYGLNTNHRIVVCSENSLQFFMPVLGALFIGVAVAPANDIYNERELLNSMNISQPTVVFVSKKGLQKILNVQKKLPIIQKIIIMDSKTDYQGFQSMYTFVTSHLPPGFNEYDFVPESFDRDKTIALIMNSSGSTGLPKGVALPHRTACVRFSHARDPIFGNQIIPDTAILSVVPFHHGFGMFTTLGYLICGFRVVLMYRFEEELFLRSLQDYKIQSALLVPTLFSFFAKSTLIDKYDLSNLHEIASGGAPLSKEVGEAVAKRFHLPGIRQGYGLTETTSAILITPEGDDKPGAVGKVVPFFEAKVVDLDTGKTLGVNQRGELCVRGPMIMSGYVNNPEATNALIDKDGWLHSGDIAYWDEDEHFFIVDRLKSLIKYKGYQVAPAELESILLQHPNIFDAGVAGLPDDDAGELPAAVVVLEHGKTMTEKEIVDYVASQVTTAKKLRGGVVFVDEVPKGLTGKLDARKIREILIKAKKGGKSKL
# TNAP inh hiacc – blocks human TNAP under high phosphate acceptor concentration; purified TNAP, CDP-star luminescence, 1 M DEA; 200,000 compounds, 0.03% hits; inhibition, % at 20 µM;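 active means over 50% inhibition of tissue-nonspecific alkaline phosphatase at 20 µM in the single-dose screen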;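 further: plate controls were DMSO wells for no effect and EDTA-quenched wells as full inhibition for full effect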
# Target sequence (P05186 whole entry, looked up): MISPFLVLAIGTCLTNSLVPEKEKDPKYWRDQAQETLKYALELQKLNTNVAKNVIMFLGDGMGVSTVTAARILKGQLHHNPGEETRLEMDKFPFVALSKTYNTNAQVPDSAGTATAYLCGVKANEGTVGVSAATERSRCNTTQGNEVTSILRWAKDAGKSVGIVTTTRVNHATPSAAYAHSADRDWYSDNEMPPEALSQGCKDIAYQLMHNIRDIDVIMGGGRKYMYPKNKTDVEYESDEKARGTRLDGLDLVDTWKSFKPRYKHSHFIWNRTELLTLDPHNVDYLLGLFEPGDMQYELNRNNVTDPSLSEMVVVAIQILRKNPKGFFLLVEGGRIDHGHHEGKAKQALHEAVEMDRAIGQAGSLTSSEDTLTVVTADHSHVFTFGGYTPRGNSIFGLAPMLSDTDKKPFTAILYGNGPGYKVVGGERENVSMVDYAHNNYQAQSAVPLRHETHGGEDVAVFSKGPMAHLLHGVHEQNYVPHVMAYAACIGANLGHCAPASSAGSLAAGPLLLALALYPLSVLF
# L major viab – Leishmania major promastigote growth inhibition; inhibition, % at 10 µM; AID 1063; Leishmania major promastigotes, resazurin fluorescence viability; 200,000 compounds, 9% hits; in the data active means inhibition above about 50%;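 further: promastigotes grown with compound for 44 hours at 28 °C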
# bIAP activator – increases bovine intestinal alkaline phosphatase activity; activation factor at 20 µM; purified bovine IAP, CDP-star luminescence, 30 min; active compounds read high; fold of DMSO-control signal, blank-subtracted; AID 1016; 200,000 compounds, 0.17% hits;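 active means activation factor of 2 or more at 20 µM, a signal rise over negative controls twice the positive control's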
# TNAP act hiacc – activators of human TNAP at high phosphate acceptor concentration; AID 1136; activation factor at 20 µM; purified TNAP, CDP-star luminescence, 1 M DEA, 30 min; active compounds read high; 0 = EDTA background, 1 = DMSO-only activity; P05186; 200,000 tested, under 10 active;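 active means activation factor at least 2 at 20 µM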
#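 Control set: EDTA negative control, DMSO positive control / Assay system: human TNAP / Quantity: TNAP 1/800 final / Evaluation: TNAP activation factor scaled between EDTA and DMSO control wells / Measured by: luminescent substrate turnover signal / Compound dosing: one dose, 20 µM / Times: 30 min enzyme reaction at room temperature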
# bIAP inh – blocks bovine intestinal alkaline phosphatase activity | 190,000 tested, under 10 active | inhibition, % at 20 µM | purified bovine IAP, CDP-star luminescence, 30 min | AID 1019;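 active means over 50% inhibition of intestinal alkaline phosphatase at 20 µM in the single-dose screen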
#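 Assay system: bovine IAP enzyme; medium: DEA buffer 100 mM, pH 9.8, with MgCl2 1.0 mM, ZnCl2 0.02 mM; doses: 20 µM single dose; incubation: enzyme reaction for 30 min at room temperature; detection: CDP-star luminescence signal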
# RAM network inh – blocks the yeast RAM network. S. cerevisiae dse1pr::URA3 reporter, 5-FOA growth OD615, 2 d; analog-sensitive cbk1-as2 kinase mutant strain. inhibition, % at 50 µM. 190,000 compounds, 1.8% hits;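 active means inhibition above a set limit, 3 SD over mean compound inhibition, cut at about 8.4% in these data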;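 further: 0% = DMSO-only wells with no growth and 100% = 10 µM 1-NA-PP1 full growth; inhibition rescues growth on 5-FOA so higher OD means more RAM inhibition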
# TNAP inh no acc – inhibitors of human TNAP without phosphate acceptor | 200,000 compounds, 0.26% hits | inhibition, % at 20 µM | AID 1012 | purified TNAP, CDP-star luminescence, 30 min;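 active means tissue-nonspecific alkaline phosphatase inhibition above about 50% at 20 µM in the single-dose screen, limit read from the data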;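 further: 0% = DMSO negative control and 100% = EDTA positive control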
# FLuc stim CS – affects firefly luciferase, flagging false hits in luciferase stimulation screens; P08659; ATPlite luciferase biochemical, luminescence, 10 min; 0 = ATP-free wells, 1 = DMSO control; activation factor at 10 µM; 200,000 tested, under 10 active; AID 1027;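 active means luciferase activation factor, scaled between plate controls, of at least 2 with compound at 10 µM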
#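 Material: Luciferase/luciferin reagent mix | Doses: Test compounds dosed from 2 mM stocks in 100% DMSO | Timing: 10 min incubation after luciferase reagent addition, room temperature | Measured by: Luminescence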
# Active calls of the source: *; . = no result given.
SMILES,APP 5UTR inh,FLuc inh counter,TNAP inh hiacc,L major viab,bIAP activator,TNAP act hiacc,bIAP inh,RAM network inh,TNAP inh no acc,FLuc stim CS
CC1CN(C(=O)C2CCCCC2)C(C)CN1C(=O)C1CCCCC1 (stereo not given),-12,-6,-5,-6,1,1.1,3,0.6,-11,1.1
CCCCCn1c(CN2CCN(c3cccc(Cl)c3)CC2)nc2c1c(=O)n(C)c(=O)n2C,4,-3,0,10,1,1,-3,.,-3,1
CCCCn1c(SCC(=O)N2CCN(c3ccccc3)CC2)nc2ccsc2c1=O,-5,-4,-6,11,1.1,1.1,-8,1.4,-12,1
Nc1c(C(=O)NC2CCCCC2)c2nc3ccccc3nc2n1/N=C/c1ccco1,.,0,-4,.,1,1,-2,.,-7,1
Cc1ccccc1Cn1ccc(-c2ccc(Cl)cc2)c(C#N)c1=O,23,-6,-1,-4,0.6,1,37,4.9,-1,1.1
S=C(NCC1CCCO1)Nc1ccc(Cl)c(Cl)c1 (stereo not given),-13,-8,-9,22,0.9,1.1,10,-0.2,-15,1.1
CC(=O)Nc1ccc(N2C(=O)CCC2=O)cc1C,-5,-10,-4,-3,0.9,1,8,0.8,-5,1.1
C=C1C(C(=O)N2CCN(C)CC2)C1C(=O)N1CCN(C)CC1 (stereo not given),-7,-1,-6,-1,1.1,1.1,-8,1.3,-8,1
COc1ccc(C(c2nnnn2C2CCCC2)N2CCC(C)CC2)c(OC)c1 (stereo not given),-8,-3,1,99*,1,1,-2,0.1,-4,1
CCN(C(=O)CSc1nnc(C)n1Cc1ccccc1)C1CCS(=O)(=O)C1 (stereo not given),1,0,-3,-2,1.1,1,-14,1.6,-9,1
Cc1ccc(C)c(N2CCN(C(c3ccc(N(C)C)cc3)c3nnnn3C(C)(C)C)CC2)c1 (stereo not given),1,2,-1,10,1,1,0,-0.2,2,1
Cc1noc(NS(=O)(=O)c2ccc(NC(=O)CSc3n[nH]c(-c4ccccc4)n3)cc2)c1C,2,6,8,-9,0.9,0.9,9,2.6,60*,0.9
O=c1c(C=NCc2ccccc2)c(NCc2ccccc2)nc2ccccn12,-55,-8,-2,-8,1,1,-3,0.7,-5,1.1
CC1CCN(C(=S)c2ccccc2O)CC1,-7,-1,-3,-5,1,1,0,0.5,-10,1
NC(=O)COC(=O)c1ccc(S(=O)(=O)N2CCCCCC2)cc1,4,-2,2,-6,0.9,1,6,-0.2,-6,1
Cc1nc2nc(-c3ccc(Cl)cc3)[nH]n2c(=O)c1Cc1ccccc1,3,30,1,-8,0.7,1,32,1.7,-6,0.7
Cc1ccc(-c2nc(Nc3ccccc3)n[nH]2)cc1,-188,22,0,12,0.9,1,6,4.6,50*,0.8
C=C(C)COc1ccc(-c2[nH]ncc2Oc2ccccc2OCC)c(O)c1,-1,10,-2,39,0.4,1,.,16*,-2,0.9
CCC1Oc2ccc(C)cc2N(CC(=O)NCc2ccco2)C1=O (stereo not given),4,-5,0,1,0.9,1,9,-0.2,-4,1
Cc1ccc(NC(=S)N2CCn3cccc3C2c2cccnc2)cc1 (stereo not given),9,-5,0,81*,0.9,1,8,0.1,-8,1
CC1(c2ccc3noc(-c4ccc(F)cc4)c3c2)OCCO1,11,-4,0,-6,1,1,1,2.1,-6,1
Cn1nnnc1-c1cc(Cl)cc(Cl)c1,-10,-2,-8,5,1.1,1.1,-13,-0.9,-2,1
COc1ccc(C(NC(=O)C(C)C)c2c(O)ccc3ccccc23)cc1 (stereo not given),-3,-4,2,96*,1.1,1,-6,2.9,-3,1
CC(=O)Nc1ccc(S(=O)(=O)NCCC(=O)OCCN2C(=O)c3ccccc3C2=O)cc1,-12,-10,-10,-5,1,1.1,3,0.3,-6,1.1
COc1ccccc1C(=O)Nc1nc(-c2cccs2)c(NC(C)=O)s1,-45,50*,1,-3,1,1,-4,0.1,-5,0.5
Cc1sc2nc(SCC(=O)N(CCO)CCO)n(C3CCCCC3)c(=O)c2c1C,-2,-7,-5,-2,0.9,1,8,3.2,-5,1.1
COc1ccc(CCNC2=C(Cl)C(=O)N(Cc3ccccc3)C2=O)cc1OC,-1,-3,1,8,1.1,1,-15,8.6*,-4,1
CCN(Cc1ccccc1)S(=O)(=O)c1cc(C(=O)NCCCN(C)C)ccc1OC,8,-1,1,-6,1.2,1,-16,-0.5,-3,1
COc1ccc(CCNC(=O)CSc2nc(O)c(C(C)C)c(=O)[nH]2)cc1OC,-15,-5,-7,-9,1,1.1,0,0.5,-13,1
CC(=O)c1ccc(S(=O)(=O)Nc2cccc(-c3cn4c(n3)SCC4)c2)cc1,0,-1,1,4,1.2,1,-20,-0.1,-8,1
Cc1ccc(NCc2nnc(SCC(=O)Nc3ncc(C)s3)n2CC2CCCO2)c(C)c1 (stereo not given),-11,1,-4,6,1.1,1,-6,3.2,-6,1
COc1ccc(/C=N/Nc2nc(N3CCCCC3)nc(N3CCCCC3)n2)cc1[N+](=O)[O-],-20,-6,-2,96*,1.3,1,-29,-1.1,-2,1.1
CN(C)S(=O)(=O)c1cccc(NC(=O)COC(=O)c2cn(-c3ccccc3)nc2-c2ccccc2)c1,6,-4,-5,17,1.2,1.1,-17,9.1*,-28,1
COc1ccc(Cn2nnnc2C(c2ccccc2Cl)N2CCN(C3CCCC3)CC2)cc1 (stereo not given),-18,-7,-4,-18,1.1,1,-12,-1.2,-6,1.1
COc1cccc(-c2nc(CS(=O)(=O)CC(=O)NCc3ccccc3OC)c(C)o2)c1,3,-5,-2,13,0.9,1,10,0.3,-2,1.1
Cc1ccc(-n2c(C)cc(C(=O)CN3CCOCC3)c2C)cc1C,-48,-7,-3,57*,1.1,1,-6,1.1,-12,1.1
CN(C)C(=O)N1CCN(C(=O)c2ccco2)CC1,-18,-7,-4,-6,0.9,1,9,0.1,-18,1.1
CNc1cc(N2CCCCCC2)ccc1[N+](=O)[O-],-23,-2,21,9,0.6,0.8,43,-0.5,19,1
CCOC(=O)c1c(CN2CCN(C)CC2)oc2ccc(O)cc12,-1,-1,-9,-5,0.9,1.1,10,0.9,-1,1
Cc1ccc(-c2cc3nc(-c4ccccc4)cc(N4CCC5(CC4)OCCO5)n3n2)cc1,-18,-6,-1,56*,0.9,1,10,2.1,-6,1.1

# Complete entries, looked up by structure.
# `CN(C)C(=O)N1CCN(C(=O)c2ccco2)CC1` is listed with APP 5UTR inh = -18; FLuc inh counter = -7; TNAP inh hiacc = -4; L major viab = -6; bIAP activator = 0.9; TNAP act hiacc = 1; bIAP inh = 9; RAM network inh = 0.1; TNAP inh no acc = -18; FLuc stim CS = 1.1
# `CCOC(=O)c1c(CN2CCN(C)CC2)oc2ccc(O)cc12` is listed with APP 5UTR inh = -1; FLuc inh counter = -1; TNAP inh hiacc = -9; L major viab = -5; bIAP activator = 0.9; TNAP act hiacc = 1.1; bIAP inh = 10; RAM network inh = 0.9; TNAP inh no acc = -1; FLuc stim CS = 1

# Next part
SMILES,APP 5UTR inh,FLuc inh counter,TNAP inh hiacc,L major viab,bIAP activator,TNAP act hiacc,bIAP inh,RAM network inh,TNAP inh no acc,FLuc stim CS
N#CC1=C(S)N(c2ccccc2)C2(CCCCC2)NC1=O,1,3,3,8,0.9,1,10,0.1,-3,1
CCC(=O)N1CCN=C1SCc1ccccc1Cl,8,-6,-3,-9,1,1,-4,-0.1,-8,1.1
CC(C)c1ccc(S(=O)(=O)N2CCN(CC(=O)Nc3ccc4c(c3)OCO4)CC2)cc1,-10,-7,-5,-6,1.1,1,-11,1.2,-14,1.1
CCOC(=O)c1sc(NC(=O)C2CCCO2)c(C(=O)OCC)c1C (stereo not given),.,-1,-4,.,1,1,-2,.,-2,1
CCOC(=O)N1CCN(C2OC(=O)c3ccccc32)CC1 (stereo not given),-1,-4,0,-5,0.9,1,6,0.1,-8,1
COc1ccc(/C=N\NC(=O)c2cccc([N+](=O)[O-])c2)cc1Cn1cc([N+](=O)[O-])cn1,-19,-6,-3,-4,0.9,1,9,1.1,-15,1.1
COc1ccccc1/C=C/C=N/n1c(COc2ccccc2)n[nH]c1=S,8,10,7,-5,0.9,0.9,12,7.5,16,0.9
COCCNC(=O)c1ccccc1NC(=O)c1ccccc1N(C)S(=O)(=O)c1ccc(C)cc1,11,-6,-6,4,1,1.1,5,3.4,-13,1.1
COc1ccc2c(CC(=O)NCc3ccc4c(c3)OCO4)coc2c1,-6,2,3,5,0.9,1,10,2.2,-14,1
CCCCC1CCC(C(=O)NCc2ccc3c(c2)OCO3)CC1 (stereo not given),-2,-5,-6,-7,0.8,1.1,20,1.2,-11,1.1
CCn1c2ccccc2c2cc(NC(=O)CC(C)=O)ccc21,7,-5,-11,-4,1,1.1,1,2.0,-11,1
C/C(=C\c1ccccc1)C(=O)Nc1nccs1,-99,45,0,0,1.1,1,-14,0.0,-2,0.6
N#CC12CCCCC1CC1CCCCC1(C#N)N2CCO (stereo not given),-2,-6,-7,-5,0.9,1.1,9,2.0,-16,1.1
O=C(COc1ccccc1)N1CCN(c2ccccc2)CC1,-14,-5,-1,-7,1.1,1,-13,-0.3,0,1
O=CC1=C(N2CCOCC2)/C(=C\c2ccccc2)CC1,-10,7,9,-1,1,0.9,4,0.1,5,0.9
O=C(NCCc1ccccc1)C1CCN(S(=O)(=O)c2cccc3nonc23)CC1,3,-3,2,-7,0.9,1,8,1.1,-7,1
COC(=O)c1c(N)c(C#N)c2n1CCCCC2,12,-6,-7,0,0.9,1.1,10,-1.1,-12,1.1
N#C/C=C1/NC(=O)c2ccccc2S1,7,-4,-8,17,0.9,1.1,15,-0.3,-16,1
CCC(C)n1c(-c2cc(OC)c(OC)c(OC)c2)nc2nc3ccccc3nc21 (stereo not given),-3,-5,0,26,1,1,0,1.1,-6,1
O=C(OCn1nnc2ccccc2c1=O)C1CCCCC1,3,-3,-4,-4,1,1,2,-0.1,-6,1
CN1CCN(c2ccc(S(=O)(=O)N3CCCCC3)cc2NC(=O)c2ccc3ccccc3c2)CC1,-2,-5,2,27,1,1,2,3.1,12,1.1
COc1ccc(-c2cc(C(F)(F)F)n3ncc(C(=O)NCc4ccco4)c3n2)cc1,15,1,-3,8,1,1,-4,2.1,-18,1
O=C(NCc1ccco1)c1sc2cccc(F)c2c1Cl,-41,3,-5,-5,0.9,1,7,0.0,-9,1
O=C1NC(c2ccccc2)C(C(=O)c2cccs2)=C1O (stereo not given),-13,-3,2,-6,0.9,1,9,0.2,-6,1
CCN(CC(=O)NC1CCS(=O)(=O)C1)C(=O)/C=C/c1cccs1 (stereo not given),-9,-7,-7,-6,1.1,1.1,-8,2.9,-3,1.1
CC1=NN(C(=O)c2ccc(C)cc2)C(O)(C(F)(F)OC(F)(F)F)C1 (stereo not given),-23,0,-2,-4,1,1,1,0.1,-8,1

# Sorted by the number under bIAP activator (ascending): 3 of the compounds above.
structure	bIAP activator
O=C(NCc1ccco1)c1sc2cccc(F)c2c1Cl	0.9
CN1CCN(c2ccc(S(=O)(=O)N3CCCCC3)cc2NC(=O)c2ccc3ccccc3c2)CC1	1
CCN(CC(=O)NC1CCS(=O)(=O)C1)C(=O)/C=C/c1cccs1 (stereo not given)	1.1

# Screening data deposited in PubChem BioAssay by several laboratories.
